Compound activity (PubChem BioAssay)
TbPYK inhibitor: qHTS of Trypanosoma Brucei Inhibitors. AID 624173, 2012. 410,000 tested, 0.12% active. TbPYK enzyme, Kinase-Glo Plus ATP luminescence, 45 min. Potency, µM (top dose mostly 76.8 µM), without a hit: at the top dose activity, negative = inhibition, usual class: inhibitors; further: potency means the concentration at half of the fitted maximal effect; on the % scale 0 is the no-effect control and ±100 the full control effect; nearly all actives have a fitted effect of over 50% in size
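T. brucei PYK with substrate was exposed to pin-transferred compounds across a concentration series, then started with 130 uM ADP (final). After 45 min at room temperature, Kinase-Glo Plus luminescence was read, normalized and curve-fitted.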
Pf growth 96h: Primary qHTS for delayed death inhibitors of the malarial parasite plastid, 96 hour incubation | P. falciparum luciferase reporter growth, 96 h | Potency, µM (doses to about 28.7 µM), for the others: top-dose activity change, negative = inhibition, most hits filed as inhibitors | 320,000 tested, 6.9% active | AID 504834, 2011; further: potency means the concentration at half of the fitted maximal effect; on the % scale 0 is the no-effect control and ±100 the full control effect
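Erythrocytes infected with luciferase-expressing P. falciparum were dispensed at 2% hematocrit and 0.05% parasitemia (final), then incubated with compounds 96 hours at 37 C in 5% CO2. Luminescence after detection reagent addition reported growth.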
Pf growth 48h: Primary qHTS for delayed death inhibitors of the malarial parasite plastid, 48 hour incubation; P. falciparum luciferase growth in erythrocytes, 48 h; Potency, µM (titrated, usually from 28.7 µM), inactives show at the highest dose activity change, negative = inhibition, hits mostly inhibitors; 310,000 tested, 5.9% active; AID 504832, 2011; further: potency means the concentration at half of the fitted maximal effect; on the % scale 0 is the no-effect control and ±100 the full control effect
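First compound was added to culture medium, then infected red cells at 0.1% parasitemia and 2% hematocrit (final). After incubation at 37 C under 5% CO2, luciferase detection reagent was dispensed and light output recorded.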
Shiga toxin inh: A qHTS for Small Molecule Inhibitors of Shiga Toxin; inhibition, % at 38.7 µM; 290,000 tested, 9.2% active; Vero cells, Shiga toxin protein synthesis inhibition reporter; AID 2315, 2010; in the data active means inhibition mostly above about 28%, no sharp cut-off; inactive means mostly below about 43%; further: 0% is about no effect
LmPK inh: qHTS Assay for Inhibitors of Leishmania Mexicana Pyruvate Kinase (LmPK). Q27686. purified LmPK, Kinase-Glo ATP luminescence, 1 h. Potency, µM (series often up to 57.5 µM), for the others: at the top dose activity change, negative = inhibition, actives largely listed as inhibitors. 290,000 tested, 0.37% active; further: potency means the concentration at half of the fitted maximal effect; on the % scale 0 is the no-effect control and ±100 the full control effect
Target sequence (Q27686 whole entry, looked up): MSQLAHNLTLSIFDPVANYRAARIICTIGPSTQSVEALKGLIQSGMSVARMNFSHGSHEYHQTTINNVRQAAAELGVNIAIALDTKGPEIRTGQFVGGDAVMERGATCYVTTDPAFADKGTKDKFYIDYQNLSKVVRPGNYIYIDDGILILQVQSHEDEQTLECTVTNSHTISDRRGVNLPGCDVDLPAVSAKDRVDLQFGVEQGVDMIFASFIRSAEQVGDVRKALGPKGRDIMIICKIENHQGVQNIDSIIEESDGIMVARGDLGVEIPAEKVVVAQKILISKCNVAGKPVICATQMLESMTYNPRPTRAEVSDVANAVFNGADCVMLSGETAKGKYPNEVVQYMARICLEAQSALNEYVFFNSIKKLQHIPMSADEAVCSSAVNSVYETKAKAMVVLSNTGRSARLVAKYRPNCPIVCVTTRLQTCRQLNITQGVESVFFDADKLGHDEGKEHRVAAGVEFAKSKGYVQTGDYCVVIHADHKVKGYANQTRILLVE
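Pyruvate kinase activity monitored as ATP production (luciferase luminescence). Conditions: 0.1 nM enzyme, 0.5 mM PEP, 0.1 mM ADP, 1 h, RT; normalized against uninhibited and no-enzyme wells.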
Cycloheximide cs: Cycloheximide Counterscreen for Small Molecule Inhibitors of Shiga Toxin; cell reporter, cycloheximide protein synthesis inhibition counterscreen; max response, %; 300,000 tested, 12% active; in the data active means max response mostly above about 13%, no sharp cut-off; inactive means mostly below about 14%; further: read at 38.3 µM for the half of the compounds with a filed dose; 0% is about no effect
AMA1-RON2 inh: qHTS for Inhibitors of AMA1-RON; Towards Development of Antimalarial Drug Lead: Primary Screen. AlphaScreen AMA1-biotinylated RON2 peptide binding. 360,000 tested, 0.2% active. Potency, µM (highest dose often 58.2 µM), for the others: at the top dose activity change, negative = inhibition, most hits filed as inhibitors;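 further: potency means the concentration at half of the fitted maximal effect; 0% = vehicle wells and -100% = peptide control; nearly all actives have a fitted effect of over 45% in size; some results filed as inactive show a strong effect at the top dose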
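AMA1 (3D7) with his tag at 25 nM final met compounds first, then biotinylated RON2 peptide at 25 nM; detection used donor plus acceptor beads, 10 µg/mL apiece, read by AlphaScreen after 30 min at room temperature.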
The depositor's hits bear a star; ? = inconclusive; . = no result given; [ ] = dose if it differs, or a comment. Unless noted, the call rests on the fitted dose curve; in most records, active means well fitted curve in the direction sought with a large enough effect; inconclusive means small, poorly fitted or top-dose-only effect, or another doubt; inactive means no such curve, though single readings can be large; an effect the other way counts as inactive or inconclusive. Hits appear at their usual frequency; about 21% have a hit in one of these screens.

SMILES	TbPYK inhibitor	Pf growth 96h	Pf growth 48h	Shiga toxin inh	LmPK inh	Cycloheximide cs	AMA1-RON2 inh
Fc1cccc(NC(=S)NNc2c3ccccc3nc3ccccc23)c1	-14%	1%	2.1µM*	17	-1%	8	?
Cn1c(=O)n(C)c2cc(/C=C3/NC(=O)N(Cc4ccccc4)C3=O)ccc21	-7%	.	8%	-17	-7%	-3	7%
O=C(COc1ccc(C(=O)c2ccc(F)cc2)cc1)NCc1ccc(F)cc1	9%	?	20%	5	1%	8	11%
Cc1ccccc1NC(=O)Cc1nc(COC(=O)CCC(=O)c2ccccc2)cs1	0%	?	-21%	.	.	.	-5%
COC(=O)c1ccc(/C=N\N2CCN(Cc3ccc(C)cc3)CC2)cc1	5%	15%	0%	-12	5%	-6	-3%
COc1ccc(CCNC(=O)CCN2C(=O)COc3ccccc32)cc1OC	-4%	28%	-1%	3	-3%	-1	1%
Cc1ccc(NC(=O)CN2C(=O)S/C(=C\c3cccn3-c3cccc(C(=O)O)c3)C2=O)cc1C	3%	24%	18%	-3	1%	-2	-5%
O=C(CN1CCN(S(=O)(=O)c2ccc(F)c(Cl)c2)CC1)N1CCc2ccccc21	-3%	?	?	.	.	.	-11%
O=C(Nc1ccc(CN2CCOCC2)cc1)c1ccc2ccccc2c1	-2%	?	24%	46*	-4%	59*	-16%
COc1ccc(C(=O)COC(=O)CN2CC(=O)Oc3ccccc32)cc1Br	-16%	?	?	19	23%	6	128%[activator]
CC(C)(C)NC(=O)C(c1ccc(Cl)cc1)N(CCO)C(=O)c1snc(C(N)=O)c1N (centres undefined)	1%	202%[activator]	6.6µM*	-5	-4%	-3	-4%
Cc1nonc1NC(=O)CSc1nc2cc(Cl)ccc2c2c1CCCC2	-5%	19%	-8%	8	-3%	3	-4%

5 entries drawn at random from the list so far:
SMILES	TbPYK inhibitor	Pf growth 96h	Pf growth 48h	Shiga toxin inh	LmPK inh	Cycloheximide cs	AMA1-RON2 inh
Cn1c(=O)n(C)c2cc(/C=C3/NC(=O)N(Cc4ccccc4)C3=O)ccc21	-7%	.	8%	-17	-7%	-3	7%
CC(C)(C)NC(=O)C(c1ccc(Cl)cc1)N(CCO)C(=O)c1snc(C(N)=O)c1N (centres undefined)	1%	202%[activator]	6.6µM*	-5	-4%	-3	-4%
COc1ccc(C(=O)COC(=O)CN2CC(=O)Oc3ccccc32)cc1Br	-16%	?	?	19	23%	6	128%[activator]
Fc1cccc(NC(=S)NNc2c3ccccc3nc3ccccc23)c1	-14%	1%	2.1µM*	17	-1%	8	?
Cc1nonc1NC(=O)CSc1nc2cc(Cl)ccc2c2c1CCCC2	-5%	19%	-8%	8	-3%	3	-4%

Additional structures:
SMILES	TbPYK inhibitor	Pf growth 96h	Pf growth 48h	Shiga toxin inh	LmPK inh	Cycloheximide cs	AMA1-RON2 inh
CCc1cccc(NC(=O)CSc2ncccc2C(=O)Oc2ccccc2Cl)c1	-4%	.	.	-4	.	-3	.
C=C(C)CNC(=S)N/N=C/c1ccc(NC(C)=O)cc1	-3%	7%	0%	11	-4%	-3	98%[activator]
O=C(Nc1ccccc1N1CCOCC1)c1cc(Cl)c2c(c1)OCO2	-2%	?	?	.	.	.	-8%
COc1ccc(Cl)cc1N/C(N)=N/c1nc(C)cc(C)n1	-3%	?	?	-4	-3%	-4	-4%
COc1cccc(OC)c1C(=O)NNC(=O)c1ccccc1-n1cccc1	7%	25%	18%	3	-3%	-4	-6%
COc1cc(NS(=O)(=O)c2ccc(NC(=S)NC(=O)COc3ccccc3OC)cc2)nc(OC)n1	1%	-20%	50%[activator]	-5	7%	-4	46%[activator]
O=C(c1ccc(CS(=O)(=O)c2ccc(Br)cc2)o1)N1CCC2(CC1)OCCO2	-7%	.	13%	-16	3%	-2	-6%
Cc1nc2ccc(NC(=O)NC(=O)c3c(Cl)cccc3Cl)cc2o1	0%	?	?	28	7%	10	0%
CCOC(=O)[C@H]1[C@H]2COc3ccc(Cl)cc3[C@@H]2N2C(=O)CN(CC3CCCO3)C(=O)[C@@]12C (some centres undefined)	4%	?	-12%	.	.	.	-2%
OC(CCN1CCC2(CC1)OCCO2)C(F)(F)F (centres undefined)	1%	33%[activator]	485%[activator]	-5	7%	-4	-7%
Cc1cc(C(=O)N2CCCC(C(=O)c3cc(F)ccc3F)C2)c(C)o1 (centres undefined)	-5%	?	19%	-3	-8%	-3	5%
CCN(CC)S(=O)(=O)c1ccc2[nH]cc(C(=O)NCCc3ccc(OC)c(OC)c3)c(=O)c2c1	17%	8.3µM*	?	-9	2%	-1	0%
Cc1c(Cl)cccc1NC(=S)NCC(C)C	3%	3.3µM*	?	-11	0%	-5	-10%
CC1CCC(C(C)C)C(OC(=O)COC(=O)c2ccccc2N)C1 (centres undefined)	-2%	?	?	11	-1%	6	19%
COc1ccc(NS(=O)(=O)c2cccc(NC(=O)c3cnccn3)c2)cc1Br	-1%	-37%	-32%[1.15 µM]	-4	2%	-2	-5%
COc1ccc(CCNC(=O)c2cc(=O)n(C)c(=O)n2C)cc1OC	2%	-4%	11%	12	-6%	-2	3%
Cc1cc(NC(=O)c2ccco2)no1	1%	.	22%	53	-8%	21	8%
CC(C)NC(=O)c1sc(=S)n2c1[nH]c(=O)c1ccc(C(=O)NCCc3ccc(Cl)cc3)cc12	-9%	?	?	7	-19%	-3	-3%
COc1cccc(/C=N/Nc2ncnc3scc(-c4ccccc4)c23)c1OC	0%	?	.	-5	0%	-1	47%[activator]
CCN(CC)S(=O)(=O)c1cc(NC(=O)C(C)OC(=O)c2[nH]c(C)c(C(C)=O)c2C)ccc1C (centres undefined)	-13%	?	3.7µM*	-6	0%	2	-10%
Cc1ccc(SCC(=O)N2c3ccccc3Sc3ccccc32)cc1	-1%	121%[activator]	?	8	2%	1	9%
N#CNC(=Nc1cccc(Cl)c1)Oc1ccccc1	-4%	27%	23%	8	8%	-2	-7%
CC(=O)C(C)Oc1ccc(Cc2ncc(C(F)(F)F)cc2Cl)cc1 (centres undefined)	-1%	?	?	11	-4%	-1	22%
Cc1ccc(OCC(=O)NN2C(=O)c3ccccc3C2=O)c(C)c1	-4%	99%[activator]	-18%	-4	2%	-2	-8%
COC(=O)[C@H](CCSC)NC(=O)N1CCN(c2cccc(C(F)(F)F)c2)CC1	2%	.	4%	7	3%	-2	4%
CN(C)S(=O)(=O)c1cccc(-c2nnc(-c3ccccc3)o2)c1	2%	?	.	73*	-4%	44*	2%
CCN(CC)CCCNC(=O)c1nn(-c2cccc(OC)c2)c(=O)c2ccccc12	0%	?	-8%	10	-9%	-1	-4%
O=S(=O)(Cc1cc(-c2ccccc2)no1)c1ccccc1	-6%	72%[activator]	55%[activator]	65*	0%	34*	?
O=C(O)CSCC(=O)Nc1ccccn1	0%	0%	13%	-9	1%	-1	-17%
O=c1[nH]c2c(cc1CNCCN1CCOCC1)c(-c1cccc(F)c1)nn2-c1ccccc1	.	-6%	2.1µM*	20	2%	-1	.
Cc1ccccc1SCC(=O)Nc1ccc(N2CCOCC2)cc1	4%	-17%	3%	15	1%	9	-22%
COc1cccc(-c2noc(Cn3nc(C)c([N+](=O)[O-])c3C)n2)c1	?	-12%	?	-8	2%	-1	-20%
COc1ccc(C(NC(=O)/C=C/c2ccco2)c2ccc(OC)cc2)cc1	-17%	2.3µM*	10µM*	1	1%	7	-4%
CCn1c(-c2cccnc2Cl)nc2cc(Cl)c(Cl)cc21	4%	22%	-1%	78*	4%	40*	49%[activator]
Cc1ccc(NC(=O)CN(C)C(=O)/C=C/c2cccc(F)c2)cc1	-2%	0%	-6%	-10	0%	6	-5%
Cc1ccc2occ(/C=C/C(=O)O)c(=O)c2c1	-8%	4%	8%	30	-23%	20	-9%
COc1ccc(S(=O)(=O)N2CCCCCC2)cc1N(C)S(=O)(=O)c1ccc(Cl)cc1	-9%	?	?	-6	4%	-2	2%
O=C(CSCc1cccc(CSCC(=O)Nc2ccc3ccccc3c2)n1)Nc1ccc2ccccc2c1	-10%	.	.	-4	5%	2	1%
O=C(N/N=C/C(Cl)=C\c1ccccc1)c1cccs1	-4%	3.7µM*	?	81*	-5%	51*	15%
CC(C)(C)NC(=O)COc1ccc(CNc2ccc3[nH]c(=O)[nH]c3c2)cc1	-3%	?	?	-5	-1%	-1	14%
Cc1ncoc1C(=O)NCc1ccccc1Cl	4%	-96%	2%	-5	5%	-1	0%
COc1cccc(CC2(CO)CCCN(Cc3ccc4c(c3)OCCO4)C2)c1 (centres undefined)	-6%	10µM*	-36%	-16	2%	-1	6%
CN(Cc1ccc(C(C)(C)C)cc1)C(=O)C1CCN(C(=O)Nc2ccccc2)CC1	2%	13µM*	10µM*	.	.	.	9%
Cc1nn(C)c(Cl)c1CN1CCCC(C(=O)Nc2cccc(-n3cccn3)c2)C1 (centres undefined)	1%	-21%	?	15	2%	-4	0%
COc1ccccc1NC(=O)CC1S/C(=N/N=C(\C)C2CCCCC2)NC1=O (centres undefined)	-1%	-68%	?	-27	-7%	2	130%[activator]
O=C(c1cc([N+](=O)[O-])ccc1N1CCCC1)N1CCCC1	-4%	?	0%	-5	-4%	9	4%
O=C(C1=C(O)C(=O)N(Cc2ccco2)C1c1cccc([N+](=O)[O-])c1)c1ccco1 (centres undefined)	-14%	23%	10%	-4	14%	-1	-1%
N=c1c2c(-c3ccccc3)c(-c3ccccc3)oc2ncn1CCN1CCOCC1	0%	9.3µM*	7.4µM*	-11	4%	-2	-17%
COc1ccc(CN(Cc2ccccn2)C(=O)CN2C(=O)C(C)Oc3ccccc32)cc1 (centres undefined)	8%	-14%	-25%	-4	3%	-4	-5%
Cc1c(Cl)cccc1NC(=O)CSc1nc2c(c(=O)[nH]1)CCCC2	.	?	-3%	-5	8%	-3	.
COc1ccc(S(=O)(=O)N2CCC(=O)N2)cc1	2%	-4%	38%[activator]	-11	2%	-6	-5%
CC(C)CN1CCN(Cc2c[nH]c3ccccc23)CC1CCO (centres undefined)	-12%	9.3µM*	9%	.	7%	-5	-2%
COc1ccc(NC(=O)CSc2ncnc3sc(C)cc23)cc1	3%	?	10%	-6	-3%	-1	-2%
Cc1ccc(S(=O)(=O)N2CCCC2c2cccnc2)cc1 (centres undefined)	4%	3%	?	-3	2%	5	6%
C[C@H]1CN=C(Nc2ccccc2)N1CCC1CCCC1	4%	0%	0%	-4	-2%	-2	23%
CC1CCCN(CCOc2cccc(Oc3ccccc3)c2)C1 (centres undefined)	6%	4%	?	.	-2%	-4	?
O=C(NCc1ccc(F)cc1Cl)C1CC(=O)N(C2CCCCCCC2)C1 (centres undefined)	1%	21%	13%	-6	10%	17	-10%
COc1ccc(-c2cc(C3CC3)nc(SCC(=O)c3cccs3)c2C#N)cc1	-18%	?	-29%	13	4%	0	-10%
